mcGAS inh: blocks mouse cGAS activity; recombinant cGAS, Kinase-Glo ATP depletion luminescence; inhibition, % at 12.5 µM; 160,000 compounds, 0.15% hits;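 also: 0% = negative control wells and 100% = reference inhibitor with no enzyme activity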
hcGAS lum: inhibitors of human cGAS; Q8N884; recombinant h-cGAS, ATP depletion, Kinase-Glo luminescence; inhibition, % at 12.5 µM; 290,000 compounds, 0.081% hits; AID 1259398;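 also: 0% = vehicle reaction and 100% = reaction without DNA for no activity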
Target sequence (Q8N884 whole entry, looked up): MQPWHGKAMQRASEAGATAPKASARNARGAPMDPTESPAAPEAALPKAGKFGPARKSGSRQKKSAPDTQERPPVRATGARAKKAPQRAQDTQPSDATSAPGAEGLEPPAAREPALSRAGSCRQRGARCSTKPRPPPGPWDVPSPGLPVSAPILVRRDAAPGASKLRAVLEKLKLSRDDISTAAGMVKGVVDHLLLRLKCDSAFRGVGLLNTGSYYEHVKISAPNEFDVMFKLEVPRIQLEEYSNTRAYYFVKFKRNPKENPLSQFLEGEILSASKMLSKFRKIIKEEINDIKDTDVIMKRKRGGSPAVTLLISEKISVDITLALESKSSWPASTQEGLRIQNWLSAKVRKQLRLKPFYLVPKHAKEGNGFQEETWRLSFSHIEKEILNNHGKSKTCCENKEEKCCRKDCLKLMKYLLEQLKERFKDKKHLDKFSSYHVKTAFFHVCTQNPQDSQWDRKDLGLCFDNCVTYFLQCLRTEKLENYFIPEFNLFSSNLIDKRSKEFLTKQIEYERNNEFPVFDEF
NPYLR7 agonist: activates Aedes aegypti NPYLR7 receptor. HEK293T NPYLR7/Galpha15, GCaMP6s calcium fluorescence. 270,000 compounds, 0.15% hits. activation, % at 10 µM; in the data active = activation above about 40%;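 also: 0% = vehicle and 100% = reference agonist at the receptor; some compounds past the cut are filed as inactive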
The depositor's hits bear a star; . = no result given; & = joins results of further samples. Rule as the data show it, unless noted: active = inhibition above about 40%; inactive = the rest.

SMILES | mcGAS inh | hcGAS lum | NPYLR7 agonist
CON(C)C(=O)C(c1ccccc1)N1CCCC1 (stereo not given) | -4 | -2 | 5
COCC(C)NC(=O)COC(=O)c1cc2c(s1)CCSC2 (stereo not given) | . | -2 | -1
C=CCn1c(CN(Cc2ccccc2)Cc2ccccc2)nc2c1c(=O)n(C)c(=O)n2C | . | 5 | -13
CC1=C(C(=O)OC(C)C)C(c2ccc(C)cc2)C2=C(CC(c3ccccc3)CC2=O)N1 (stereo not given) | -6 | -6 | 1
O=C(CCN(Cc1ccccc1)c1nc(-c2ccco2)nc2ccccc12)NCc1cccc(C(F)(F)F)c1 | -9 | -1 | 14
CC(=O)N1CCN(C(=O)c2csc(COc3cc(C)cc(C)c3C)n2)CC1 | -6 | -4 | -3
COc1cc(CNC(=O)COCc2nc3ccccc3c(=O)[nH]2)ccn1 | . | 3 | -4
O=C(c1cnn2c(C(F)(F)F)cc(-c3ccc4c(c3)OCO4)nc12)N1CCN(Cc2ccccc2)CC1 | -3 | 0 | -9
COc1ccc(Cc2noc(CN3CCN(Cc4cccs4)CC3)n2)cc1OC | -9 | -4 | 7
CC(C)Cn1cc(C(=O)N(C)Cc2cc3ccccc3s2)c(=O)c(C(=O)N2CCCCCC2)c1 | -13 | -8 | 18
Cc1[nH]cnc1-c1nccn1Cc1ccc2sccc2c1 | -21 | -2 | 29
Cc1ccccc1-c1noc(CN2CCCN(c3ccncc3C)CC2)n1 | . | -9 | 21

3 of these compounds, set out differently:
| Compound | mcGAS inh | hcGAS lum | NPYLR7 agonist |
| --- | --- | --- | --- |
| CON(C)C(=O)C(c1ccccc1)N1CCCC1 (stereo not given) | -4 | -2 | 5 |
| COCC(C)NC(=O)COC(=O)c1cc2c(s1)CCSC2 (stereo not given) | . | -2 | -1 |
| C=CCn1c(CN(Cc2ccccc2)Cc2ccccc2)nc2c1c(=O)n(C)c(=O)n2C | . | 5 | -13 |

Going on with the list:
SMILES | mcGAS inh | hcGAS lum | NPYLR7 agonist
CC(=O)NC(=Cc1ccc(Cl)cc1)C(=O)O | -4 | -6 | 14
COCCCN(C(=O)Nc1ccc(C)c(C)c1)C1CCN(C)CC1 | . | -2 | 17
CN(C(=O)c1ccccc1N1CCC(NC(=O)c2ccc(Br)cc2)CC1)C1CCCCC1 | -5 | -5 | -2
CCS(=O)(=O)Oc1ccc(CN(C(=O)Nc2ccc(OC)cc2)C(C)C)cc1 | -5 | -2 | 17
COc1cccc(CSc2nnc(C(C)NC(=O)C3C[C@H]3c3ccccc3)n2-c2cc(Cl)ccc2Cl)c1 (stereo not given in full) | -5 | -11 | 5
N#Cc1cccnc1N1CCN(CC(=O)Nc2ccccc2Cl)CC1 | . | -17 | 5
Cc1ccc(CN2CCN(Cc3cnc(-c4ccccc4)s3)CC2CCO)o1 (stereo not given) | -12 | -7 | 5
Cc1cc(C)c(NC(=O)Cn2nc3c(cc2=O)CCCC3)c(C)c1 | -3 | 4 | -16
COc1ccc(OC)c(NC(=O)CSc2ccc(-c3sc(C)nc3C)nn2)c1 | -6 | -4 | 26
CCNC(=O)Nc1ccc(N(C)C)c(CN(Cc2cccc(F)c2)C(=O)c2ccc(OC)cc2)c1 | -8 | -3 | 4
COc1ccc(C)c2sc(N(Cc3ccccn3)C(=O)c3ccnn3C)nc12 | -8 | -8 | .
O=C(NNC(=O)C12CCC(CC1)C2)c1ccncc1 | -5 | -3 | 6
O=C(NC1CCCc2c1cnn2-c1ccccc1F)C1=CCCC1 (stereo not given) | . | -5 | 7
O=C(c1cncc(Br)c1)N1CCN(Cc2cc(=O)c(OCc3ccc(F)cc3)co2)CC1 | -6 | -2 | 3
Cc1noc(C)c1CC(=O)N1C[C@H]2C[C@H](C1)[C@H]1CCCC(=O)N1C2 | -6 | 22 | .
C=CCOCC(O)CN(Cc1ccccc1)CC1CC(c2ccc(Cl)c(Cl)c2)=NO1 (stereo not given) | -4 | -2 | -5
CCN=C1SC(C(=O)Nc2cccc(OCC)c2)CC(=O)N1CC (stereo not given) | -8 | -4 | 1
CCCCc1ccc(S(=O)(=O)N2CCC(c3nc(-c4ccccc4F)no3)CC2)cc1 | -6 | -4 | 14
O=C1CN(CC(O)COc2ccc(Cl)cc2Cl)c2ccccc2N1 (stereo not given) | -3 | -6 | -1
COc1cn(CC(=O)Nc2c(C)cc(C)cc2C)c(CN2CCN(c3ccccc3)CC2)cc1=O | -7 | -4 | -3
Cc1nn(Cc2ccccc2)c(C)c1[C@@H]1C=C[C@@H](N)C1 | -1 | -3 | 10
CCSc1ncccc1C(=O)N[C@H]1CCCCNC1=O | . | -7 | -7
C=C(C)Cn1c(C2CC(=O)N(c3ccc(OCC)cc3)C2)nc2ccccc21 (stereo not given) | -8 | -6 | 1
CC(C)C(NS(=O)(=O)c1ccccc1Br)c1ccc2c(c1)OCCCO2 (stereo not given) | -1 | 2 | -4

Quoted at random: two records from the list
SMILES | mcGAS inh | hcGAS lum | NPYLR7 agonist
C=CCOCC(O)CN(Cc1ccccc1)CC1CC(c2ccc(Cl)c(Cl)c2)=NO1 (stereo not given) | -4 | -2 | -5
CCSc1ncccc1C(=O)N[C@H]1CCCCNC1=O | . | -7 | -7

(next part)
SMILES | mcGAS inh | hcGAS lum | NPYLR7 agonist
O=C(Cc1cccs1)N1CCN(C(=O)CN2CCc3sccc3C2c2ccccc2)CC1 (stereo not given) | -6 | -3 | 7
CC(Nc1ccc(CCN2CCSCC2)cc1)C(=O)N1CCNC1=O (stereo not given) | . | -5 | 2
O=S(=O)(c1ccc(N=C2NN=C(c3c[nH]c4ccccc34)CS2)cc1)N1CCOCC1 | -4 | 1 | 1
CC(C)(C)OC(=O)N1CCC2(CC1)C1CN(C(=O)OC(C)(C)C)CC=C1C(C#N)C(=N)C2(C#N)C#N (stereo not given) | . | -7 | 3
O=C(CSc1nc(=O)n(Cc2ccco2)c2c1CCC2)N1CCN(c2ccccc2)CC1 | -8 | -5 | 15
CCOc1ccc(-c2cc(C)n3nc(C(=O)Nc4cccc(O)c4)cc3n2)cc1 | -6 | -5 | -3
Nc1n[nH]c2ccc(/C=C/c3ccccc3)cc12 | -8 | -6 | 0
CC1=CC(C)(C)NC(=S)N1NC(=O)c1ccccc1 | -8 | -6 | -1
Cn1cc(Br)c(=O)[nH]c1=O | . | 1 | 0
Cc1[nH]cnc1-c1nccn1CCc1nc2ccccc2[nH]1 | -17 | -6 | 18
CCOC(=NCCCc1ccccc1)NC(=O)c1ccc(C(F)(F)F)cc1 | -6 | -4 | 15
CC1CN(c2ncnc3c(Br)cccc23)CC(C)O1 (stereo not given) | . | -6 | -1
O=C(Nc1ccc(Cl)cc1Cl)c1nn2c(C(F)(F)F)cc(-c3ccc(Br)cc3)nc2c1Cl | 1 | 1 | 4
CC(C)NC(=O)c1csc(N2CCNC2=O)n1 | . | -9 | 7
CCN(CC)S(=O)(=O)c1ccc(OC)c(N2CCN(S(=O)(=O)c3c(F)cccc3F)CC2)c1 | -7 | -2 | 26
O=C(CSc1nc2ccccc2s1)N/N=C\c1ccc(Cl)cc1 | -2 | 1 | 1
COc1ccc(C(NS(=O)(=O)N2CCC(C)CC2)C2CC(O)C2)cn1 (stereo not given) | -3 | -5 | .
CCOC(=O)c1cc2c(-c3ccccc3)[nH]nc2n(C)c1=O | . | -4 | 2
O=C1COc2ccc(C3=Nn4c(nnc4-c4cccnc4)SC3)cc2N1 | . | -13 | 0
CCN(CC)S(=O)(=O)c1ccc(CN2C(=O)C3(CC(=O)N(Cc4csc(C)n4)C3=O)c3ccccc32)cc1 (stereo not given) | 0 | 0 | -22
COCCNc1cc(C(C)(C)C)nc2c(-c3ccc(Cl)cc3)cnn12 | -9 | -11 | 2
Cc1cn(CCn2cnc(-c3ccccc3)c2-c2cnn3cccnc23)nn1 | . | -11 | 20
C=Cc1ccc(Cn2c(C)c(C(=O)NCCC#N)sc2=O)cc1 | . | -1 | -2
Cc1ccc(Nc2nc(NCCN3CCOCC3)nc3nccnc23)c(C)c1 | . | -7 | 3
COCCOC(=O)C1=C(C)N(C)C(=S)NC1c1cccc(NC(=O)C2CC2c2ccccc2)c1 (stereo not given) | -8 | -10 | .
CCCCCCCCCCCCC/C=C/[C@@H](O)[C@H](CO)NC(C)=O | . | -3 | -12
O=c1[nH]cccc1-c1cnc2ccccc2c1 | -13 | -11 | 14
COc1ccc(CC(=O)Nc2ccc(C3SCC(=O)N3c3ccccc3C(C)C)cc2)cc1 (stereo not given) | -8 | -9 | .
Cn1ncc([N+](=O)[O-])c1C(=O)Nc1ccc(C2CCCCC2)cc1 | . | -4 | -5
COCCNc1nccc2[nH]c(-c3cccc(C)c3)nc12 | -5 | -5 | -7
CC(=O)N1CC(C(=O)NCC(=O)Nc2ccc(Br)cc2C)Oc2ccccc21 (stereo not given) | . | -2 | 10
CCN(C)CCNC(=O)c1nnn(-c2ccc(Cl)cc2F)c1C | . | 2 | 4
O=C(NCCCn1ncccc1=O)Nc1cccc(C(F)(F)F)c1 | -11 | -5 | -2
COc1cccc2ccc(-c3nccn3CCN(C)C)nc12 | . | -2 | -2
CCc1cccc(C)c1NC(=O)c1c(-c2ccccc2Cl)noc1C | . | -4 | -2
CC1(C)O[C@@H]2C[C@@](OCc3cccc(F)c3)(C(=O)NCCN3CCOCC3)CC(OCc3ccccc3C#N)[C@@H]2O1 (stereo not given in full) | -4 | -6 | 21
O=C(Nc1nnc(C2CCCCC2)s1)N1CC(O)C(N2CCCC2)C1 (stereo not given) | . | -10 | 3
O=C(CCC1CCCC1)N1CCN(C(c2ccc(Cl)cc2)c2ccc(Cl)cc2)CC1 | -8 | -12 | 20
CCC(C)(C)C(=O)N1CCC(CO)(CCOc2ccccc2)CC1 | . | -5 | 7
COc1cc(C2CC(c3ccccc3)=Nc3ncnn32)cc(OC)c1OC (stereo not given) | . | -6 | 12
O=C(NCc1ccncc1)c1ccc(CSc2ccc3ccccc3n2)cc1 | -2 | -6 | -10
O=C(c1ccc(Cl)cc1)N(Cc1c(-c2ccccc2)noc1N1CCCC1)CC1CCCO1 (stereo not given) | -7 | -7 | 6
CC(NC=O)c1nc2ccccc2n1CCOc1ccc(Cl)cc1 (stereo not given) | -2 | 12 | -4
Cc1nc(NCCNC(=O)Nc2cccc(C(F)(F)F)c2)cc(N2CCOCC2)n1 | . | -4 | -3
CC(Sc1ncnc2sccc12)C(N)=O (stereo not given) | . | -4 | 11
CCn1ccnc1CNC(=O)c1cc(OC)ccc1OC1CCN(C(=O)C2CC2)CC1 | . | -3 | 2
O[C@H]1C[C@@H]2C[C@H](c3ccccn3)OC[C@]2(O)[C@@H]1N1CCN(c2ncccn2)CC1 | -5 | 1 | 2
CS(=O)(=O)c1ccc(N2CCN(C(=O)CC3COCCN3)CC2)c(F)c1 (stereo not given) | -17 | -5 | 5
Cc1cc(CNc2ccc3nc(C4CC4)sc3c2)no1 | . | -3 | -2
O=C1Nc2ccccc2C12OCC1(CO2)CC2C=CC1C2 (stereo not given) | . | -8 | 2
O=C(NC1CC1)C1CCCN1C(=O)C1(c2cccc(Cl)c2)CCC1 (stereo not given) | -7 | -12 | 7
O=C1S/C(=C/C=C/c2ccccc2)C(=O)N1c1ccccc1 | . | -10 | 0
COc1ccc(-c2nnc(SCc3ccccc3C#N)n2-c2ccc(C)cc2)cc1 | -1 | -6 | .
Cc1nn(Cc2ccccc2)c(Cl)c1CNC1(CO)CCOCC1 | . | -9 | -1
CC(C)CNC(=O)C1(C)CCN1C(=O)CCc1cccs1 (stereo not given) | -4 | -5 | 6
C=CCn1c(=O)c2c(nc3n2CC(C)CN3c2cccc(Cl)c2)n(C)c1=O (stereo not given) | -6 | -2 | 3
Cn1c(=O)[nH]cc(CC(=O)N2CCCC(Nc3ccc(F)c(F)c3)C2)c1=O (stereo not given) | . | -4 | 5
O=C(c1cc(Cn2ccc3ccccc32)[nH]n1)N1CCCCO1 | . | -7 | 10
Cc1cc(C(=O)C(C#N)c2ncc(C(F)(F)F)cc2Cl)c(C)n1-c1cccnc1 (stereo not given) | . | -4 | 5
CCOc1ccc(CN(C)Cn2[nH]c(-c3cccs3)nc2=S)cc1 | . | 5&-4 | -16&9

Reformatted comma-delimited: part of the list above.
Structure,mcGAS inh,hcGAS lum,NPYLR7 agonist
Cn1c(=O)[nH]cc(CC(=O)N2CCCC(Nc3ccc(F)c(F)c3)C2)c1=O (stereo not given),.,-4,5
O=C(c1cc(Cn2ccc3ccccc32)[nH]n1)N1CCCCO1,.,-7,10
Cc1cc(C(=O)C(C#N)c2ncc(C(F)(F)F)cc2Cl)c(C)n1-c1cccnc1 (stereo not given),.,-4,5

Next part
SMILES | mcGAS inh | hcGAS lum | NPYLR7 agonist
COCCN(CC(=O)Nc1nc(CC(=O)NCCc2ccccn2)cs1)C(=O)c1ccco1 | -5 | -8 | -1
Cc1ccc(Cl)cc1Nc1ncccc1C(=O)N[C@@H](Cc1c[nH]c2ccccc12)C(N)=O | . | -3 | -11
CC(=O)N1CCC(C(=O)N2CCC3(CCCCC3)C2)CC1 | . | 1 | 2
Cc1ccc(Cl)cc1-n1c(SCc2nc(C(=O)N[C@H]3CCCCNC3=O)cs2)nnc1-c1ccccc1Cl | -4 | -2 | -11
CN1CCOC(CCNC(=O)CCC(=O)N2CCCCCC2)C1 (stereo not given) | -15 | -3 | 1
Cc1cccc(C)c1NC(=O)N1CCC2(CC1)C(=O)N(CC(=O)Nc1cccc(Cl)c1)CN2c1ccccc1 | -5 | -7 | 13

Two of these compounds, set out differently.
Values in the order – mcGAS inh, hcGAS lum, NPYLR7 agonist
- CN1CCOC(CCNC(=O)CCC(=O)N2CCCCCC2)C1 (stereo not given)
  -15, -3, 1
- Cc1cccc(C)c1NC(=O)N1CCC2(CC1)C(=O)N(CC(=O)Nc1cccc(Cl)c1)CN2c1ccccc1
  -5, -7, 13

High-throughput results from PubChem.
